Screens deposited in PubChem BioAssay by National Center for Advancing Translational Sciences (NCATS).
MCF10A rereplic – A quantitative high throughput screen for small molecules that induce DNA re-replication in MCF 10a normal breast cells; MCF 10A DNA re-replication, Hoechst nuclear intensity, 48 h; Potency, µM (series often up to 46.1 µM), for inactives: at the highest dose activity, positive = re-replication, usual class: activators; hit rate 2.9% among 350,000; note: % of control where 0% means no effect; nearly all actives have a fitted effect of over 50% in size
ATXN2 expr inh – Primary qHTS for Inhibitors of ATXN expression | HEK-293 ATXN2-luciferase reporter, luminescence, 24 h | Potency, µM (highest dose often 57 µM), for inactives: top-dose activity change, negative = inhibition, hits mostly inhibitors | hit rate 0.72% among 360,000; note: % is set by controls: 0 for no effect and ±100 for the full control effect; nearly all actives have a fitted effect of over 55% in size
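qHTS (up to 57 uM final) was run with 24 h compound exposure of reporter cells at 37 °C. Each well was multiplexed: SteadyGlo luminescence measured ATXN2-luciferase expression after a fluorogenic Gly-Phe-AFC viability readout (25 uM final).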
ATXN viability – Viability Counterscreen for Primary qHTS for Inhibitors of ATXN expression. Potency, µM (doses to about 56.7 µM), actives largely listed as cytotoxic. AID 651635, 2014. S2 cells (HEK-293 line with an ATXN2-luciferase reporter) viability, CellTiter-Fluor protease fluorescence, 24 h. hit rate 0.49% among 400,000; note: nearly all actives have a fitted effect of over 40% in size
HepG2 tox – qHTS for Inhibitors of TGF-b: Cytotox Counterscreen. hit rate 0.76% among 410,000. AID 588856, 2011. Potency, µM (highest dose often 46.1 µM), for inactives: at the top dose activity change, negative = cytotoxicity, usual class: cytotoxic. HepG2 CAGA-GFP viability, ATP luminescence, 18 h; note: some results filed as inactive show a strong effect at the top dose
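CellTiter-Glo luminescence gave cytotoxicity after 18 hours at 37 degrees C. The cells were HepG2 CAGA-GFP in 1% FBS DMEM, stimulated with 500 pg/mL TGF-beta after compound addition. %Activity was normalised to no-cell wells (complete cell-killing) and DMSO (no toxicity), and curves were fitted and classified.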
TGFb inhibitor – qHTS for Inhibitors of TGF-b; HepG2 CAGA-GFP TGF-b/SMAD3 reporter, GFP fluorescence, 18 h; TGF-beta stimulated, 500 pg/mL final; Potency, µM (highest dose often 46.1 µM), for inactives: top-dose activity, negative = inhibition, actives largely listed as inhibitors; hit rate 1.2% among 410,000; AID 588855, 2011; note: % is set by controls: 0 for no effect and ±100 for the full control effect; nearly all actives have a fitted effect of over 65% in size
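HEPG2 CAGA-GFP cells (1000/well, DMEM with 1% FBS) were pre-incubated 2 h at 37 degrees C, given compound by pin tool, then stimulated with TGF-beta at 500 pg/mL final for 18 h before per-cell GFP fluorescence imaging.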
EPAC2 antag – qHTS for Antagonist of cAMP-regulated guanine nucleotide exchange factor 2 (EPAC2): primary screen | hit rate 0.18% among 360,000 | Potency, µM (titrated, usually from 114 µM), without a hit: at the top dose activity, negative = inhibition, most hits filed as inhibitors | Rap guanine nucleotide exchange factor 4 (Homo sapiens), Q8WZA2 | EPAC2 GEF exchange of Rap1B-BODIPY-GDP, fluorescence; note: % is set by controls: 0 for no effect and ±100 for the full control effect; nearly all actives have a fitted effect of over 45% in size; many of its hits are not listed in these tables
Target sequence (Q8WZA2 whole entry, looked up): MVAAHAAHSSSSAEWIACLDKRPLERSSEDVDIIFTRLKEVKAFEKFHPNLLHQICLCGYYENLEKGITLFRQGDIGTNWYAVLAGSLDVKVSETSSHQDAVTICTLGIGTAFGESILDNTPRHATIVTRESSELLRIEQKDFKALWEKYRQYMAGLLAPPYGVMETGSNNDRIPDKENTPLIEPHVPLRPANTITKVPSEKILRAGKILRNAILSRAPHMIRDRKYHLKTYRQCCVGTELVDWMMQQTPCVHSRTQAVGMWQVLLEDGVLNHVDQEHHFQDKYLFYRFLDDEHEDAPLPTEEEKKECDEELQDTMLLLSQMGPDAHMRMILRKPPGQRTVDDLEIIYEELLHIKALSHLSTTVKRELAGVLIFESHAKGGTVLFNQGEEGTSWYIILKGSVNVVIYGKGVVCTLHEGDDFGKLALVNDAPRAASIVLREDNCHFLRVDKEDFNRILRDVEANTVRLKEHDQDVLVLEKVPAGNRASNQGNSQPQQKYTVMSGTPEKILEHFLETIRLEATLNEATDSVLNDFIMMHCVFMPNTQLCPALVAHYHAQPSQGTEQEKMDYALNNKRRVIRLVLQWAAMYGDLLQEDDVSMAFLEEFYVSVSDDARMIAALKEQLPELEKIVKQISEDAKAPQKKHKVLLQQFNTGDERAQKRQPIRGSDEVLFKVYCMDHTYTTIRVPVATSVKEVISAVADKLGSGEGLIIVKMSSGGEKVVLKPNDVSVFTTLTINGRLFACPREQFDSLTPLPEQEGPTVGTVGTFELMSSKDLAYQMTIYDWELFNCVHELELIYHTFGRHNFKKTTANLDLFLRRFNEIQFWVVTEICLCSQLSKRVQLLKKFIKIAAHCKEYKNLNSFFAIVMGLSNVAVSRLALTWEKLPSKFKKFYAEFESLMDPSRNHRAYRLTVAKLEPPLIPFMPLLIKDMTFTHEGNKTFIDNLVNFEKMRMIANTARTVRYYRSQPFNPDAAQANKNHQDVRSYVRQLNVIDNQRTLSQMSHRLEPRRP
Nrf2 ARE act – qHTS of Nrf2 Activators; AREc32 ARE-luciferase reporter (MCF7-derived line), luminescence, 24 h; Potency, µM (highest dose often 46.1 µM), inactives show at the top dose activation, actives largely listed as activators; hit rate 0.31% among 410,000; note: % of control where 0% means no effect; nearly all actives have a fitted effect of over 65% in size
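Quantitative high-throughput format: AREc32 reporter cells, 1000 per well, received compound by pin transfer and were incubated 24 hr at 37 deg C, 5% CO2, before Steady-Glo luminescence detection.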
Nrf2 inh – Nrf2 qHTS screen for inhibitors | A549 ARE-Fluc reporter, luciferase luminescence, 18-24 h | Potency, µM (top dose mostly 46 µM), without a hit: at the top dose activity change, negative = inhibition, hits mostly inhibitors | hit rate 2.1% among 360,000 | AID 504444, 2011; note: % is set by controls: 0 for no effect and ±100 for the full control effect; nearly all actives have a fitted effect of over 60% in size
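Nrf2 function is reported as luminescence of an ARE-controlled luciferase in A549 cells. Compounds were tested at several concentrations, and a CellTiter-Fluor read on the same wells flagged cytotoxicity.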
A549 tox – Nrf2 qHTS screen for inhibitors: counterscreen for cytotoxicity; A549 ARE-Fluc cells, CellTiter-Fluor viability, 18-24 h; Potency, µM (doses to about 46 µM), for the others: at the top dose activity change, negative = cytotoxicity, usual class: inhibitors; hit rate 0.16% among 390,000; AID 504648, 2011; note: % is set by controls: 0 for no effect and ±100 for the full control effect
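A549 ARE_Fluc cells in 5% FBS OPTI-MEM were exposed to compounds in concentration-response for 18-24 h at 37 deg C. Viability was read by CellTiter-Fluor fluorescence (Ex 405/Em 525) after 30 min, before the luciferase read.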
Starred values were filed as active, the others as inactive; i = inactive; ? = inconclusive; · = no result given; [ ] = dose if it differs, or a comment. Calls come from the whole dose curve; as a rule, active = well fitted curve in the direction sought with a large enough effect; inconclusive = small, poorly fitted or top-dose-only effect, or another doubt; inactive = no such curve, though single readings can be large; an effect the other way counts as inactive or inconclusive. Potency is the fitted concentration of half-maximal effect. Not all compounds are listed, so the mix of outcomes need not match the whole.

entry	SMILES	MCF10A rereplic	ATXN2 expr inh	ATXN viability	HepG2 tox	TGFb inhibitor
1	COc1cc2c(C(=O)N3CCN(Cc4ccc5c(c4)OCO5)CC3)cn(C)c(=O)c2cc1OC	2.1%	5.3%	i	-17.1%	0.5%
2	O=C(CCS(=O)(=O)c1ccc(Cl)cc1)Nc1nccs1	?	21.9%	i	-8.2%	0.0%
3	CN1C(=O)C(C)(C)c2cc(S(=O)(=O)N3CCN(c4ccccc4)CC3)ccc21	11.1%	-2.6%	i	-7.5%	1.5%
4	Cc1ccc(C2CC(c3cccs3)=NN2C(=O)CSc2nc3ccccc3o2)cc1 (configuration not stated)	-2.2%	-3.1%	i	3.1%	-22.4%
5	COc1c(C(=O)NC(=S)Nc2nnn(C)n2)cc2ccccc2c1Br	9.7%	-21.0%	i	-90.4%	-0.5%
6	COc1ccc(CN(Cc2ccc(OC)cc2)C(=O)c2cccs2)cc1	22.6%	-10.1%	?	-13.2%	0.0%
7	CCOc1cc(NC(=S)NC)c(OCC)cc1NC(=O)c1ccc(OC)cc1	7.1%	-20.1%	i	-23.7%	-11.0%
8	COc1ccc(NC2CC(=O)N(c3ccccc3)C2=O)cc1 (configuration not stated)	-3.3%	17.2%	i	-14.6%	-4.2%
9	COc1ccc(C(C(=O)NC2CCCC2)N(C(=O)c2csnn2)C2CCCC2)cc1 (configuration not stated)	-2.1%	4.6%	i	-6.6%	34.2%[activator]
10	Cc1ccc(N2C(=O)N(CC(=O)Nc3cc(F)ccc3C)C(=O)C2C)cc1 (configuration not stated)	3.5%	2.5%	i	6.5%	-1.2%
11	CCCC(=O)Nc1sc(C)c(C)c1C(=O)Nc1cccc(C)c1	6.5%	-14.1%	i	2.6%	17.8%
12	CCN1C(=O)/C(=c2\sc3nc(=O)c(Cc4ccccc4)nn3c2=O)c2ccccc21	1.7%	-24.9%	i	25.2%	-0.5%
13	COC(=O)c1sccc1NC(=O)c1cc(-c2ccc(C)cc2C)nc2ccccc12	11.6µM*	-14.7%	i	10.3%	7.3%
14	Cc1ccccc1NC(=O)NCCc1nc2ccccc2[nH]1	-2.8%	-3.4%	i	-2.3%	-7.0%
15	COC(=O)c1ccccc1NC(=O)c1ccc(CN2CC(=O)N3CCCCC3C2=O)cc1 (configuration not stated)	·	·	·	-6.5%	-4.0%

entry	EPAC2 antag	Nrf2 ARE act	Nrf2 inh	A549 tox
1	15.3%	-0.8%	-4.2%	1.4%
2	14.0%	?	11.1%	-8.0%
3	-10.1%	0.1%	-15.4%	7.2%
4	?	-0.3%	-2.1%	10.3%
5	-19.8%	0.1%	5.7%	-0.8%
6	-17.5%	3.5%	11.7%	12.3%
7	-3.7%	-0.2%	-9.5%	-12.6%
8	11.5%	5.5%	·	-5.5%
9	10.7%	0.0%	6.3%	2.9%
10	6.3%	-0.6%	-21.8%	-0.5%
11	14.0%	0.5%	-17.1%	-1.9%
12	9.1%	4.1%	0.5%	1.4%
13	3.8%	3.0%	-14.0%	9.5%
14	2.5%	-0.9%	35.6%	1.1%
15	·	0.2%	-19.5%	1.3%

The listing continues:
entry	SMILES	MCF10A rereplic	ATXN2 expr inh	ATXN viability	HepG2 tox	TGFb inhibitor
16	COc1ccc(-n2nc(C(=O)NCC(=O)N3CCN(c4ccccc4OC)CC3)c3ccccc3c2=O)cc1OC	-3.1%	5.0%	i	3.5%	8.4%
17	Cc1cc2cc(C)c(NCCNC(=O)c3cccc(F)c3)nc2cc1C	-4.6%	·	i	-58.9%	?
18	COc1ccc2oc3cc(C)[n+]([O-])c(-c4ccc(Br)cc4)c3c2c1	?	?	?	-8.2%	-30.9%
19	Cc1cc(C)c(NC(=O)CNC(=O)CSc2nnc(N)s2)c(C)c1	2.2%	12.9%	i	-0.3%	-15.5%
20	Cc1ncnc(N)c1CCCNc1ccccc1	13.4%	3.4%	i	3.9%	1.5%
21	CCOc1ccc(NC(=O)CN(C)C(=O)C2CSC3(C)CCC(=O)N23)cc1OCC (configuration not stated)	-1.4%	6.2%	i	12.0%	16.4%
22	CSc1oc(-c2ccco2)nc1S(=O)(=O)c1ccccc1	0.7%	9.2%	i	-10.0%	-24.5%
23	Cc1ccc2nc(SCC(=O)O)nc(C)c2c1	12.8%	1.3%	i	-0.9%	2.6%
24	O=C(C[C@H]1C/C=C\C[C@H](Cc2ccc(F)cc2)C(=O)OCCNC1=O)NCCO	1.0%	7.2%	i	-0.4%	2.9%
25	CC1(C)CC(=O)N(CC(=O)O)c2ccccc2S1(=O)=O	19.4%	-4.9%	i	-31.4%	1.6%
26	O=C(CCC(=O)N1CCN(S(=O)(=O)c2ccc3ccccc3c2)CC1)NCC(F)(F)F	-0.3%	-12.6%	i	7.5%	6.2%
27	COC(=O)c1ccc(N2C(c3cc(OC)cc(OC)c3)=Cc3ccc(OC)cc3C2CC(=O)c2ccco2)cc1 (configuration not stated)	·	1.3%	i	·	·
28	O=C(CCNC(=O)c1ccc(Br)o1)NCc1ccccn1	-1.7%	4.2%	i	5.0%	4.5%
29	CCOC(=O)c1cnc2c(ccc3ccccc32)c1Nc1cccc(C(F)(F)F)c1	·	3.4%	i	-11.0%	-5.2%
30	O=C(CNC(=O)c1ccc(Cl)cc1Cl)OCC(=O)N1CCCC1	-2.6%	16.6%	i	-1.1%	-16.4%

entry	EPAC2 antag	Nrf2 ARE act	Nrf2 inh	A549 tox
16	-13.5%	2.2%	-4.6%	-3.1%
17	-2.4%	7.9%	9.9%	9.3%
18	-7.4%	0.2%	23.1µM*	?
19	-1.9%	-0.8%	7.4%	0.5%
20	-18.9%	-0.5%	?	4.6%
21	4.6%	-0.5%	9.4%	-2.1%
22	-1.0%	9.4%	-1.5%	0.3%
23	-3.8%	0.8%	12.8%	9.4%
24	26.2%	-0.7%	13.5%	-2.5%
25	1.5%	-1.2%	5.2%	8.0%
26	20.7%	-0.7%	0.0%	1.7%
27	6.9%	1.0%	·	·
28	-2.2%	2.1%	-8.4%	4.0%
29	·	3.9%	6.4%	8.8%
30	1.9%	-0.1%	8.2%	1.1%

Carrying on.
entry	SMILES	MCF10A rereplic	ATXN2 expr inh	ATXN viability	HepG2 tox	TGFb inhibitor
31	O=C(CSc1nc2ccccc2c(=O)n1CC1CCCO1)NCCc1ccccc1 (configuration not stated)	-1.5%	-6.0%	i	7.0%	16.6%
32	CC(C)OCc1cc(CN2CCN(c3cccc(C(F)(F)F)c3)CC2)c(O)c2ncccc12	·	·	·	-52.6%	1.58µM*
33	CNC(=S)N(Cc1ccc2c(c1)OCO2)C1CC(=O)N(c2ccc(F)cc2)C1=O (configuration not stated)	-21.5%	-18.6%	i	23.1%	7.6%
34	O=C(CNC(=S)N(Cc1ccccc1)Cc1cccnc1)NC1CC1	-7.8%	-17.5%	i	31.7%	14.1%
35	O=C(Nc1ccccc1C(=O)NC1CCCC1)NC1CCCC1	254.4%[0.0737 µM]	2.5%	i	-0.8%	-8.2%
36	O=C(c1cc(-c2ccccc2)nc2ccccc12)N1CCOCC1	5.8%	9.0%	i	-2.1%	-23.0%
37	O=C(O)C(Cc1cccs1)c1cccs1 (configuration not stated)	-2.8%	-5.8%	i	14.3%	-7.2%
38	Fc1cccc(Cl)c1/C=C/c1cnc2ccccc2n1	18.0%	-19.2%	i	-22.3%	-0.2%
39	CCOC(=O)c1cc(-c2ccc3c(c2)OCO3)nc2onc(C)c12	-149.9%[0.0737 µM]	-13.7%	·	-2.6%	-24.6%
40	O=S(=O)(Cc1ccccc1)N1CCN(c2ncccn2)CC1	-19.1%	2.6%	i	3.3%	3.6%
41	CNc1ccccc1C(=O)OCC(=O)N1CCN(c2ccc(OC)cc2)CC1	8.2%	-12.7%	i	-5.6%	-9.2%
42	CCc1ccc(NC(=O)Cn2c(=O)n(-c3ccccc3C)c(=O)c3c2c2cc(OC)ccc2n3C)cc1	·	210.8%[activator]	i	-14.8%	?
43	Cc1cc(C)n(-c2nc(NCCCN(C)C)c3c4c(sc3n2)CCCC4)n1	?	22.4µM*	·	-191.1%	?
44	CCOC(=O)N1CCN(CC(O)COCc2cc(OC)c(OC)c(OC)c2)CC1 (configuration not stated)	?	0.5%	i	-3.2%	?

entry	EPAC2 antag	Nrf2 ARE act	Nrf2 inh	A549 tox
31	4.0%	-0.5%	-12.4%	-0.2%
32	·	0.6%	16.4µM*	-25.1%
33	7.3%	4.2%	·	-9.3%
34	9.3%	3.3%	2.8%	-1.0%
35	5.9%	-0.7%	5.8%	-0.6%
36	11.5%	0.5%	24.8%	-6.9%
37	-17.7%	-0.6%	-0.3%	-4.5%
38	1.2%	3.55µM*	?	2.2%
39	-8.6%	-0.6%	?	7.6%
40	-9.1%	-0.6%	3.4%	-18.3%
41	-0.4%	2.7%	-10.4%	5.0%
42	·	0.1%	?	-17.1%
43	10.7%	3.6%	-9.7%	-20.5%
44	-6.1%	-0.2%	-2.9%	4.5%

One compound at a time (already shown). Screens in order: MCF10A rereplic | ATXN2 expr inh | ATXN viability | HepG2 tox | TGFb inhibitor | EPAC2 antag | Nrf2 ARE act | Nrf2 inh | A549 tox
Results for O=C(CNC(=S)N(Cc1ccccc1)Cc1cccnc1)NC1CC1 = -7.8% | -17.5% | i | 31.7% | 14.1% | 9.3% | 3.3% | 2.8% | -1.0%
Results for CCOC(=O)c1cc(-c2ccc3c(c2)OCO3)nc2onc(C)c12 = -149.9%[0.0737 µM] | -13.7% | · | -2.6% | -24.6% | -8.6% | -0.6% | ? | 7.6%
Results for CNC(=S)N(Cc1ccc2c(c1)OCO2)C1CC(=O)N(c2ccc(F)cc2)C1=O (configuration not stated) = -21.5% | -18.6% | i | 23.1% | 7.6% | 7.3% | 4.2% | · | -9.3%
